FBW7 activator: human FBW7 E3 ligase activation, primary screen; AID 1259310; normalized activity (activation), % at 26.1 µM; AlphaScreen FBW7–phospho-cyclin E peptide binding, activator screen; hit rate 0.13% among 650,000; Q969H0; in the data active means normalized activity above about 1.9%;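 further: purified mutant Fbw7 with reduced substrate affinity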
Target sequence (Q969H0 whole entry, looked up): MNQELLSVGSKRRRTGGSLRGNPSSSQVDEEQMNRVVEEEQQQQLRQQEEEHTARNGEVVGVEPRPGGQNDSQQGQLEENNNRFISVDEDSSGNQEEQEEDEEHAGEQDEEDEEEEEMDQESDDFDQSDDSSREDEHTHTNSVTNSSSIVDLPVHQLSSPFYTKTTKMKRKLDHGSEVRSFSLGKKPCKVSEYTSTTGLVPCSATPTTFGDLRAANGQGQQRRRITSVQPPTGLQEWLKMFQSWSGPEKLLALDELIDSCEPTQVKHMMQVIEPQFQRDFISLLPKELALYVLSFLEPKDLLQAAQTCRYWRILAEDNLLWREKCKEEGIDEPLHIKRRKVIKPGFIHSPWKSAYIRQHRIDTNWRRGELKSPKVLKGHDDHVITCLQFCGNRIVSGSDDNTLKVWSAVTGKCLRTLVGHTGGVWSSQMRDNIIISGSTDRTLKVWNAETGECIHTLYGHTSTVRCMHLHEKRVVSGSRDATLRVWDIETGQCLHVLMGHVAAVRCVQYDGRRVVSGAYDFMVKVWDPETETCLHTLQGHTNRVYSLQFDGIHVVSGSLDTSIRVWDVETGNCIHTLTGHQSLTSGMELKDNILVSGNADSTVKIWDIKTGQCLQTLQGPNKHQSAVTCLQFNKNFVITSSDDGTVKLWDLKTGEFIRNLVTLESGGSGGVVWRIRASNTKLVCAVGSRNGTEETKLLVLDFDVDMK
TEAD-YAP block: TEAD-YAP interaction inhibition. HEK-TIYL cells, TEAD-Gal4/YAP UAS-luciferase luminescence. inhibition, % at 9.12 µM. hit rate 1.4% among 640,000; in the data active means inhibition above about 32%;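 further: 0% = median of test compound wells and 100% = reference inhibitor wells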
MITF inh: human MITF inhibition, primary screen. O75030. AlphaScreen MITF homodimerization, bead proximity signal. inhibition, % at 2.6 µM. hit rate 0.91% among 650,000; in the data active means inhibition above about 50%;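 further: 0% = vehicle wells with protein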
GPR151 ag: activates the human receptor GPR151. activation, % at 11.2 µM. Q8TDV0. hit rate 1% among 650,000. PathHunter beta-arrestin GPR151 cells, luminescence; in the data active means activation above about 4.9%;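 further: 0% = median of compound wells and 100% = cells with positive control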
Target sequence (Q8TDV0 whole entry, looked up): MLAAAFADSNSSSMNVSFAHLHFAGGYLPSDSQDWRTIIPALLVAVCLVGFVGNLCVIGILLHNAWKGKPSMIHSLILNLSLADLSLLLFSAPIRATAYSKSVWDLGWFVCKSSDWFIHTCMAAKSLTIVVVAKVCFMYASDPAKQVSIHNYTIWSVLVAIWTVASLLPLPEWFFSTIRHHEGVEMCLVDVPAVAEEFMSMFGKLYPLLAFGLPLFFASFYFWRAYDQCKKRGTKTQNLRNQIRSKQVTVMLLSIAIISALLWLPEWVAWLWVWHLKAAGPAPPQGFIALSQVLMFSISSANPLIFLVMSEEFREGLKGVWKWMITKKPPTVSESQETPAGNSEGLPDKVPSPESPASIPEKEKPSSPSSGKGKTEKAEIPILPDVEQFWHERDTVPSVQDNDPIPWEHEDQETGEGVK
Numbers without * were called inactive; & = joins results of further samples.

For CCOc1ccccc1C=Nc1ccc(NC(C)=O)cc1 the results were FBW7 activator 0.1, TEAD-YAP block -0.8, MITF inh -6.7 and GPR151 ag 1.5.
Screening Cc1ccc(-c2ccc(C(=O)N3CCN(C)CC3)c(N(C)C)n2)cc1 returned FBW7 activator 0.1, TEAD-YAP block 3.5, MITF inh 8.6 and GPR151 ag 0.5.
For CCCn1c(C)cc(/C=C(\C#N)C(=O)OCC(=O)Nc2ccc(Cl)c([N+](=O)[O-])c2)c1C the results were FBW7 activator 0.2, TEAD-YAP block 10.8, MITF inh 2.8 and GPR151 ag 2.2.
Screening O=S(=O)(c1ccc(-c2csc(=Nc3ccc(F)cc3)n2CCCCCCO)cc1)N1CCCC1 returned FBW7 activator 0.4, TEAD-YAP block 3.0, MITF inh 2.0 and GPR151 ag 0.4.
Screening Cc1cc(/C=C(\C#N)c2ccccc2)c(C)n1-c1ccncc1 returned FBW7 activator -0.4, TEAD-YAP block -2.5, MITF inh 9.2 and GPR151 ag -0.1.
COc1cccc2sc(Nc3nc4ccc(S(C)(=O)=O)cc4s3)nc12 was read as FBW7 activator 0.0, TEAD-YAP block 3.9, MITF inh -6.5 and GPR151 ag 1.3.
`COc1ccc(OC)c(NC(=O)C(=O)NNC(=O)c2ccc(C(C)(C)C)cc2)c1` gave FBW7 activator 0.1, TEAD-YAP block 3.5, MITF inh -2.4 and GPR151 ag -0.4.
Screening CC(C)C1=NN2C(=N)/C(=C/c3ccccc3OCc3ccc(F)cc3)C(=O)N=C2S1 returned FBW7 activator 0.0, TEAD-YAP block -2.2, MITF inh 8.9 and GPR151 ag -0.8.
`CCOC(=O)C1=C(C)N=c2s/c(=C\c3cc(C)n(-c4ccc(C(=O)O)cc4)c3C)c(=O)n2C1c1cc(OC)ccc1OC` (stereo not drawn) gave FBW7 activator 0.1, TEAD-YAP block -0.6, MITF inh 1.8 and GPR151 ag 0.8.
For CN(c1ncnc2c1cnn2-c1ccc(Cl)cc1)C1CCCCC1 the results were FBW7 activator 0.0, TEAD-YAP block 63.9*, MITF inh -3.4 and GPR151 ag 0.8.
For Cc1ccc(NC(=O)c2oc(=O)c3ccccc3c2-c2ccccc2)cc1 the results were FBW7 activator 0.1, TEAD-YAP block 1.2, MITF inh 5.9 and GPR151 ag 1.8.
COc1ccc(CN2CCC3(CCC(CNC(C)=O)O3)CC2)cc1 (stereo not drawn) was read as FBW7 activator -0.2, TEAD-YAP block 0.4, MITF inh 10.1 and GPR151 ag -0.7.
For CCOC(=O)/C=C(/CP(=O)(c1ccccc1)c1ccccc1)N1CCOCC1 the results were FBW7 activator 0.1, TEAD-YAP block 1.8, MITF inh 9.0 and GPR151 ag 1.1.
Screening COc1ccc(C2=NN3C(C2)c2cc(OC)ccc2OC3c2cccc([N+](=O)[O-])c2)cc1 (stereo not drawn) returned FBW7 activator -0.3, TEAD-YAP block -39.7, MITF inh -2.0 and GPR151 ag 2.2.
CCOC(=O)c1ccc(NC(=O)c2ccc3c(c2)OCCO3)cc1 was read as FBW7 activator -0.2, TEAD-YAP block 34.7*, MITF inh 5.8 and GPR151 ag -0.4.
For COc1cn(CC(=O)Nc2ccc(C)cc2C)c(CSc2nccn2C)cc1=O the results were FBW7 activator -0.1, TEAD-YAP block -4.8, MITF inh 6.1 and GPR151 ag 0.1.
COc1cccc(OCCOCC(O)CN2CCN(c3ccccn3)CC2)c1 (stereo not drawn) was read as FBW7 activator 0.0, TEAD-YAP block -1.5, MITF inh -3.9 and GPR151 ag -1.7.
`O=C(CSc1nc(-c2ccco2)cc(C(F)(F)F)n1)N1CCCC1` gave FBW7 activator 1.5, TEAD-YAP block 0.5, MITF inh 12.3 and GPR151 ag -0.2.
For O=C1NC(SCc2ccc(F)cc2)=N/C1=C\c1ccc(-n2cncn2)cc1 the results were FBW7 activator -0.1, TEAD-YAP block 3.0, MITF inh 2.1 and GPR151 ag -0.4.
c1ccc(CCn2nnnc2CN2CCN(Cc3ccccc3)CC2)cc1 was read as FBW7 activator -0.3, TEAD-YAP block -1.4, MITF inh 7.4 and GPR151 ag -1.4.
`CC1(C)C(c2ccccc2)=[N+]([O-])C(c2ccc(C(F)(F)F)cc2)N1O` (stereo not drawn) gave FBW7 activator 0.3, TEAD-YAP block -11.5, MITF inh 3.8 and GPR151 ag -0.8.
`Cc1ccc(NC(=O)CCC(=O)N/N=C/c2ccc(O)cc2O)cc1` gave FBW7 activator -0.8, TEAD-YAP block 25.8, MITF inh 7.9 and GPR151 ag 0.6.
For CS(=O)(=O)c1ccccc1C(=O)Nc1nc(-c2cccc([N+](=O)[O-])c2)cs1 the results were FBW7 activator -0.3, TEAD-YAP block 1.1, MITF inh 10.1 and GPR151 ag 0.3.
`COc1cccc(C2=NS(=O)(=O)N(C)C(C(=O)N3CCC(C)C4CCCCC43)=C2)c1` (stereo not drawn) gave FBW7 activator -0.2, TEAD-YAP block 0.8, MITF inh 3.1 and GPR151 ag 3.1.
CCCN(CCC)S(=O)(=O)c1ccc(NS(=O)(=O)c2ccc(Cl)cc2)cc1 was read as FBW7 activator 0.0, TEAD-YAP block 5.7, MITF inh -5.2 and GPR151 ag 2.3.
Screening CC(=O)c1ccc(OCC(=O)Nc2cc(C)cc(C)c2)cc1 returned FBW7 activator 0.2, TEAD-YAP block -0.1, MITF inh 9.2 and GPR151 ag 0.3.
`COc1ccc(-c2cc(CCCC(=O)NCc3ccco3)no2)cc1` gave FBW7 activator 0.0, TEAD-YAP block -23.8, MITF inh 6.7 and GPR151 ag -0.4.
For COc1ccc(C2CC(c3ccccc3)=NN2S(=O)(=O)c2ccc(C)cc2)cc1 (stereo not drawn) the results were FBW7 activator 0.0, TEAD-YAP block -4.6, MITF inh 4.9 and GPR151 ag -1.4.
COc1ccc(-c2noc(CC(=O)N3CCN(c4cccc(C)c4C)CC3)n2)cc1 was read as FBW7 activator 0.0, TEAD-YAP block -3.9, MITF inh 13.6 and GPR151 ag 1.9.
Screening Nc1sc(-c2ccccc2)n[n+]1CCCCS(=O)(=O)O returned FBW7 activator 0.0, TEAD-YAP block -4.3, MITF inh 7.2 and GPR151 ag -2.2.
Screening COc1ccc(C(=O)Oc2ccc3c(C(F)(F)F)cc(=O)oc3c2C)cc1OC returned FBW7 activator 0.1, TEAD-YAP block 7.3, MITF inh 6.5 and GPR151 ag -0.4.
`Cc1cccc(-c2nnc(NC(=O)c3cccs3)s2)c1` gave FBW7 activator 0.0, TEAD-YAP block -1.8, MITF inh 7.2 and GPR151 ag -2.2.
Cc1cccn2c(=O)c3cc(C(=O)N4CCCCC4)n(C)c3nc12 was read as FBW7 activator 0.3, TEAD-YAP block -8.2, MITF inh 11.0 and GPR151 ag -0.4.
`N#Cc1cc2c(cc1NS(=O)(=O)c1ccc(-c3ccccc3)cc1)OCO2` gave FBW7 activator -0.1, TEAD-YAP block -1.9, MITF inh -4.1 and GPR151 ag 0.6.
CCOC(=O)C1=C(CSc2nc(-c3cccs3)ccc2C#N)OC(N)=C(C#N)C1c1cccc(F)c1 (stereo not drawn) was read as FBW7 activator 0.0, TEAD-YAP block 6.4, MITF inh 6.1 and GPR151 ag 0.0.
O=[N+]([O-])c1cc(OCC(F)(F)C(F)F)cc(Oc2ccccc2)c1 was read as FBW7 activator 0.1, TEAD-YAP block -14.7, MITF inh 17.8 and GPR151 ag 1.2.
COc1ccc(Br)cc1-c1noc(-c2ccncc2)n1 was read as FBW7 activator 0.2, TEAD-YAP block 2.3, MITF inh 13.9 and GPR151 ag -0.9.
For O=C(O)c1c(CNC2CCCC2)c2ccccc2n1Cc1ccc(F)cc1Cl the results were FBW7 activator 0.2, TEAD-YAP block 11.9, MITF inh 6.4 and GPR151 ag 1.4.
`Cc1cc(-c2ccc(S(=O)(=O)NC3CCC(C)CC3)cc2)on1` (stereo not drawn) gave FBW7 activator -0.1, TEAD-YAP block 2.5, MITF inh 4.9 and GPR151 ag 0.8.
Fc1ccccc1NC(=S)N1CCCC1 was read as FBW7 activator 0.1&0.1, TEAD-YAP block -3.3&9.9, MITF inh 18.6&0.2 and GPR151 ag 0.6&1.6.
Screening O=C(CCc1nc2sc3c(c2c(=O)[nH]1)CCCC3)N1CCCC1 returned FBW7 activator -0.1, TEAD-YAP block -0.3, MITF inh -1.5 and GPR151 ag -0.7.
`NC(=O)c1cccc(Oc2ccc(C(F)(F)F)cc2[N+](=O)[O-])c1` gave FBW7 activator 0.1, TEAD-YAP block 1.7, MITF inh 4.0 and GPR151 ag -0.2.
For O=C(c1ccc2ccccc2c1)N1CCc2ccccc2C1 the results were FBW7 activator 0.0, TEAD-YAP block -42.2, MITF inh 11.9 and GPR151 ag -1.7.
Screening COc1ccc2c(c1)NC1(O)c3ccccc3C(=O)C21O (stereo not drawn) returned FBW7 activator -0.1, TEAD-YAP block 3.5, MITF inh 0.5 and GPR151 ag 0.7.
Screening Cc1nc(-n2ncc(C#N)c2N)c2cnn(-c3ccccc3)c2n1 returned FBW7 activator 0.0, TEAD-YAP block -0.8, MITF inh 5.2 and GPR151 ag 0.9.
CC(C)(C)P(=NC(=S)NCCCO)(N1CCCCCC1)N1CCCCCC1 was read as FBW7 activator 0.1, TEAD-YAP block 72.6*, MITF inh 15.8 and GPR151 ag 1.1.
For COc1ccc(-n2ncc(C(=O)N3CCN(C(=O)c4ccco4)CC3)c2-n2cccc2)cc1 the results were FBW7 activator 0.2, TEAD-YAP block 2.4, MITF inh 2.6 and GPR151 ag -1.3.
`CCC(O)C1CCN(C(=O)CC2(c3ccccc3C)CC(=O)N(CC)C2=O)CC1` (stereo not drawn) gave FBW7 activator 0.1, TEAD-YAP block 3.9, MITF inh 7.8 and GPR151 ag 0.3.
For Cc1cc(NCCO)nc(NCCCN2CCCC2=O)n1 the results were FBW7 activator 0.0, TEAD-YAP block 8.2, MITF inh 1.8 and GPR151 ag -1.1.
Cc1ccccc1-c1cc(C(N)=O)c2ccccc2n1 was read as FBW7 activator -0.1, TEAD-YAP block -0.4, MITF inh -13.8 and GPR151 ag -0.7.
`O=C(OCC(=O)c1ccc([N+](=O)[O-])cc1)C(=O)OCC(=O)c1ccc([N+](=O)[O-])cc1` gave FBW7 activator -0.6, TEAD-YAP block 3.2, MITF inh 60.7* and GPR151 ag 0.3.
Screening CCc1ccc(C2C(C(=O)OCc3ccc(OC)cc3)=C(C)NC3=C2C(=O)CCC3)cc1 (stereo not drawn) returned FBW7 activator 0.0, TEAD-YAP block 2.2, MITF inh -2.9 and GPR151 ag 0.3.
`O=[N+]([O-])c1ccc2nc(SCc3cn4ccccc4n3)[nH]c2c1` gave FBW7 activator 0.0, TEAD-YAP block -6.7, MITF inh 17.9 and GPR151 ag -1.0.
O=C(Nc1ccc2c(c1)OCO2)c1csc(Nc2ccncn2)n1 was read as FBW7 activator -0.2, TEAD-YAP block 5.3, MITF inh 4.5 and GPR151 ag 1.3.
Screening CCc1cc(C(=O)COc2ccccc2)c(O)cc1O returned FBW7 activator 0.3, TEAD-YAP block 5.0, MITF inh -113.7 and GPR151 ag 0.7.
`COc1cccc(CNC(=O)CCc2nnc(-c3cc(C)oc3C)o2)c1` gave FBW7 activator 0.0, TEAD-YAP block -2.2, MITF inh -1.8 and GPR151 ag 1.3.
Screening CC1CCN(c2ccc(S(=O)(=O)NCCCN(C)C)cc2[N+](=O)[O-])CC1 returned FBW7 activator -0.1, TEAD-YAP block 20.7, MITF inh 12.9 and GPR151 ag -0.1.
For COc1ccc(-c2noc(N3CCCC(C(=O)Nc4cccc(C(F)(F)F)c4)C3)n2)cc1 (stereo not drawn) the results were FBW7 activator 0.1, TEAD-YAP block 1.3, MITF inh -1.8 and GPR151 ag -1.6.
CCSCCOC(=O)C1=C(C)N(C)C(=O)NC1c1ccccc1OCc1ccccc1 (stereo not drawn) was read as FBW7 activator -0.2, TEAD-YAP block 2.8, MITF inh -2.2 and GPR151 ag -0.1.
CNc1nc2c(C)cccn2c(=O)c1/C=N/O was read as FBW7 activator 0.3, TEAD-YAP block 3.5, MITF inh 10.9 and GPR151 ag 1.3.
CC1CC(C)(C)NC(=S)N1CCCC(=O)Nc1ccc2c(c1)OCO2 (stereo not drawn) was read as FBW7 activator 0.2, TEAD-YAP block -4.4, MITF inh 10.2 and GPR151 ag -0.3.
`FC(F)(F)c1ccc(N2CCCN(Cc3ccccc3)CC2)nc1` gave FBW7 activator 0.4, TEAD-YAP block 12.7, MITF inh 8.7 and GPR151 ag -1.8.
`COc1ccc(N=C2NC(=O)/C(=C\c3ccc(-c4ccc(Br)cc4)o3)S2)cc1` gave FBW7 activator 0.0, TEAD-YAP block 2.2, MITF inh 7.2 and GPR151 ag -0.6.
`CC/C=C\C[C@H](O)/C=C/[C@@H]1[C@@H](C/C=C\CCCC(=O)O)[C@@H](O)C[C@H]1O` gave MITF inh -5.6 and GPR151 ag 1.4.

Structures shown so far that have a cyano group:
For CCCn1c(C)cc(/C=C(\C#N)C(=O)OCC(=O)Nc2ccc(Cl)c([N+](=O)[O-])c2)c1C the results were FBW7 activator 0.2, TEAD-YAP block 10.8, MITF inh 2.8 and GPR151 ag 2.2.
Screening Cc1cc(/C=C(\C#N)c2ccccc2)c(C)n1-c1ccncc1 returned FBW7 activator -0.4, TEAD-YAP block -2.5, MITF inh 9.2 and GPR151 ag -0.1.
`N#Cc1cc2c(cc1NS(=O)(=O)c1ccc(-c3ccccc3)cc1)OCO2` gave FBW7 activator -0.1, TEAD-YAP block -1.9, MITF inh -4.1 and GPR151 ag 0.6.
CCOC(=O)C1=C(CSc2nc(-c3cccs3)ccc2C#N)OC(N)=C(C#N)C1c1cccc(F)c1 (stereo not drawn) was read as FBW7 activator 0.0, TEAD-YAP block 6.4, MITF inh 6.1 and GPR151 ag 0.0.
Screening Cc1nc(-n2ncc(C#N)c2N)c2cnn(-c3ccccc3)c2n1 returned FBW7 activator 0.0, TEAD-YAP block -0.8, MITF inh 5.2 and GPR151 ag 0.9.
